Bioassay records deposited in PubChem BioAssay by Center for Chemical Genomics, University of Michigan.
Dicer inh – inhibitors of Dicer pre-microRNA processing, primary screen, biochemical, cat-ELCCA, chemiluminescence. cat-ELCCA pre-miR-21 Dicer processing; hits give high values. z-score at 25 µM. 47,000 compounds, 6% hits. AID 1347074, 2019; in the data active means z-score above about 3, passing the limit was not always enough;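 further: plate controls were vehicle for no effect and no enzyme for full effect; higher signal means more uncleaved substrate so more Dicer inhibition; strong numbers were not always called active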
* marks the source's active call; other numbers are inactive results. An excerpt; the hit share may differ from the screen's.

A first look, 4 compounds:
SMILES,Dicer inh
Cc1csc2ncnc(Sc3ccccc3N)c12,-5.49
O=C(Nc1ccccc1)c1cc2c(s1)-c1cc(Cl)ccc1SC2,0.26
O=C(O)CC/C(=N\Nc1ccc([N+](=O)[O-])cc1)c1ccccc1,-0.57
COc1ccc(OC)c(Nc2nc3nonc3nc2N2CCC(C)CC2)c1,0.48

All compounds of this part, previewed entries included:
SMILES,Dicer inh
Cc1csc2ncnc(Sc3ccccc3N)c12,-5.49
O=C(Nc1ccccc1)c1cc2c(s1)-c1cc(Cl)ccc1SC2,0.26
O=C(O)CC/C(=N\Nc1ccc([N+](=O)[O-])cc1)c1ccccc1,-0.57
COc1ccc(OC)c(Nc2nc3nonc3nc2N2CCC(C)CC2)c1,0.48
CCCCNC(=S)N(CCC#N)C1CCCCC1,-0.62
FC(F)(F)c1ccc(Sc2cccs2)nc1,0.37
Brc1ccc2[nH]c3c(c2c1)CCC3,1.35
Nc1nc(-c2ccccc2)c(CC(=O)O)s1,0.82
CC(C)OC(=O)Cn1nnc2sc3c(c2c1=O)CCCC3,0.55
O=C(CSc1nccc(-c2cccs2)n1)Nc1cccc([N+](=O)[O-])c1,-5.87
O=C(Nc1cc(C(F)(F)F)ccc1Cl)C(Sc1ccccn1)c1ccccc1 (configuration not stated),-1.58
O=C(c1cc2n(n1)C(C(F)(F)F)CC(c1ccc(Cl)cc1)N2)N1CCCCC1 (configuration not stated),1.75
CC[N+](CC)(CC)CCOc1ccc(/C=C/c2ccccc2)cc1,-0.35
c1ccc(CSC2=NCCCN2)cc1,1.85
O=C(NC1(NCc2ccc(Cl)cc2)C(=O)c2ccccc2C1=O)c1ccc(C(F)(F)F)cc1,0.41
CCCC(NC1CCS(=O)(=O)C1)C(=O)O (configuration not stated),-1.18
O=C(c1ccccc1)c1cc(Cl)ccc1N/C=C/c1nnnn1-c1ccc(F)cc1,0.75
CCCCOC(=O)C(C)Oc1ccc2c(=O)c(Oc3ccccc3Br)coc2c1 (configuration not stated),-0.22
Fc1cccc2c(OC3CCN(Cc4ccccc4)CC3)cc(C(F)(F)F)nc12,-2.02
O=C(O)CSc1nc2ccccc2[nH]1,1.83
Cc1ccc(-c2nnc(NCc3ccccc3)c3ccccc23)cc1S(N)(=O)=O,0.17
Cc1c(C(=O)N(Cc2ccc(C(C)C)cc2)C2CCS(=O)(=O)C2)oc2ccccc12 (configuration not stated),-0.04
CC(=O)N(Cc1ccccc1)c1nc2c([nH]1)c(=O)n(C)c(=O)n2C,-0.76
Cc1nc(Nc2ncc3c(n2)CC(C)CC3=O)nc2ccccc12 (configuration not stated),1.5
CS(=O)(=NC(=O)NC(=O)c1ccc(Cl)cc1)c1ccc(C(F)(F)F)cn1 (configuration not stated),-0.85
C=Cc1c(S(C)(=O)=O)sc(C(=O)NC)c1C,0.63
Cc1c(CCO)c(=O)n2c([nH]c3ccccc32)c1C#N,-1.7
CCSCCOC(=O)C1=C(C)NC2=C(C(=O)CCC2)C1c1cccc(Oc2ccccc2)c1 (configuration not stated),6.02*
COc1ccc(C2Nc3ccc(C)cc3-c3cc(C)nn32)cc1OC (configuration not stated),2.69
COc1cccc(Cc2nnc(-c3ccc4c(c3)OCO4)o2)c1,0
Cc1ccc(Cn2nc(C)ccc2=O)cc1,0.06
Cc1cc(C)nc(N2CCC(NC3CC(=O)N(c4ccc(F)cc4)C3=O)CC2)n1 (configuration not stated),0.35
CCOC(=O)c1c(NC(=O)Cc2nn(C)c(=O)c3ccccc23)sc(C)c1C,0.68
CC1=C(C(=O)OCC2CCCO2)C(c2coc3ccc(Cl)cc3c2=O)C2=C(CCCC2=O)N1 (configuration not stated),2.06
O=c1ccn([C@@H]2O[C@H](COP(=O)(O)OP(=O)(O)O)[C@@H](O)[C@H]2O)c(=O)[nH]1,-0.44
Cn1nccc1NC(=O)CN(CC(=O)O)Cc1ccccc1,-2.97
Cc1cc(C(F)(F)F)c2c(C)nn(-c3ccc(C)c(C)c3)c2n1,-1.08
CCOC(=O)Cc1csc(NC(=O)COCC(=O)O)n1,0.3
CN(C)S(=O)(=O)c1ccc(/C(O)=C2\C(=O)C(=O)N(CCN3CCOCC3)C2c2ccccc2)cc1 (configuration not stated),0.79
Cc1ccc(OCc2nc(-c3ccncc3)no2)cc1C,0.07

Some values from the list.
For Dicer inh, Cn1nccc1NC(=O)CN(CC(=O)O)Cc1ccccc1 has the entry -2.97
For Dicer inh, CC1=C(C(=O)OCC2CCCO2)C(c2coc3ccc(Cl)cc3c2=O)C2=C(CCCC2=O)N1 (configuration not stated) has the entry 2.06
For Dicer inh, CCOC(=O)Cc1csc(NC(=O)COCC(=O)O)n1 has the entry 0.3
For Dicer inh, CCOC(=O)c1c(NC(=O)Cc2nn(C)c(=O)c3ccccc23)sc(C)c1C has the entry 0.68

New compounds follow.
SMILES,Dicer inh
C=CCn1cnc2c(nnn2Cc2ccc(F)cc2)c1=O,-0.33
N#Cc1cccc(CS(=O)(=O)c2cccs2)c1,7.33
S=C(N/N=C/c1cccnc1)NC1CC2CC1C1C=CCC21 (configuration not stated),0.65
C#CC(C)(C)NC(=O)c1snnc1C,0.91
Cc1c(S(=O)(=O)c2ccc(Cl)cc2)csc1S(=O)(=O)N/N=C/c1c(Cl)cccc1Cl,-3
CC1=C(C(=O)OCC2CCCO2)C(c2cccc(Br)c2)C2=C(CCCC2=O)N1 (configuration not stated),1.49
CN(C)C(=O)Nc1cccc(Cl)c1Cl,13.2
CCCSc1ccc2nc(NC(=O)OC)[nH]c2c1,-0.53
O=S(=O)(NCCc1ccccn1)c1cc(S(=O)(=O)c2ccccc2)cs1,-1.58
O=C(CSc1nc2ccccc2nc1N1CCCC1)N1CCN(C2CCCCC2)CC1,3.01*
CCCCCn1c(SCc2ncc(C(F)(F)F)cc2Cl)n[nH]c1=O,-0.65
CC(=O)N1CCN(c2nc3ccc(Cl)cc3s2)CC1,-1.11
CCOC(=O)C1=C(C)Nc2nnnn2C1c1ccc(OCc2ccccc2)c(OC)c1 (configuration not stated),2.85
Cc1ccc(S(=O)(=O)NCc2ccc3[nH]c4c(c3c2)CCCC4)cc1C,0.5
NCCc1nnc(SCc2ccccc2Cl)o1,0.34
Nc1ccccc1SC(C[N+](=O)[O-])c1c(F)cccc1Cl (configuration not stated),-1.84
Cc1ccc(C(=O)NNc2ncnc3cc(C(C)(C)C)sc23)cc1,0.99
COc1ccc(/C(O)=C2\C(=O)C(=O)N(c3nnc(C)s3)C2c2ccc(Br)cc2)cc1 (configuration not stated),0.48
COC(=O)c1ccc(C2Oc3c(OC)cccc3C3CC(c4cc(OC)ccc4O)=NN32)cc1 (configuration not stated),1.21
COc1ccc(-c2c(C(F)(F)F)oc3c(CN4CCCCC4)c(O)ccc3c2=O)cc1OC,-0.44
Cc1nn(C(=O)c2ccco2)c(C)c1Sc1ccc(Cl)cc1,-1.45
COc1ccc(C2NC(=O)c3sc(=S)n(-c4ccccc4)c3N2)cc1 (configuration not stated),1.57
CCOC(=O)c1c(C)nc2cc(C)ccn12,-0.08
COc1ccc(/C=C/c2nc(-c3ccccc3O)n[nH]2)cc1,26.2*
CC1=C(C(=O)OC(C)C)C(c2ccc(O)cc2)n2c(nc3ccccc32)N1 (configuration not stated),0.06
O=C1CS/C(=N\N=C\c2ccccc2)N1c1cc(C(F)(F)F)ccc1Cl,9.23
C(=C\c1nc2ccccc2n1CCOc1ccccc1)/c1ccco1,-2.57
COc1ccccc1-c1nnc(SCC(=O)c2ccccc2)o1,20.1
Cn1nnnc1SCCNCc1cccc(Cl)c1,-0.9
CC(C)(C)c1cccc(C2(O)C(=O)c3ccccc3C2=O)c1O,0.33
O=C(N=S1CCN(c2ncc(C(F)(F)F)cc2Cl)CC1)c1ccccc1,-0.31
C=CC(C)(O)CC[C@]1(C)[C@H]2CC(=O)C=C(C)[C@]2(C)C[C@@H](O)[C@@H]1C (some centres not stated),0.88
CC1(C)CC(=O)c2sc(NC(=O)C(C)(C)C)nc2C1,2.27
O=C(Nc1nn[nH]n1)C1(c2ccccc2)CCCC1,0.29
O=c1[nH]nc(-c2cccs2)cc1Cc1ccc(OCc2ccccc2)c(Cl)c1,-0.2
Cc1ccc(C(=O)NC(Nc2cccc(C)n2)(C(F)(F)F)C(F)(F)F)cc1,0.97
S=c1nc(-c2ccccc2)n(-c2ccccc2)[nH]1,0.19
Cc1cc(N)c2ccccc2[n+]1CCCCCCCCCC[n+]1c(C)cc(N)c2ccccc21,0.53
CC(=O)N1N=C(c2cccs2)CC1c1cn(-c2ccccc2)nc1-c1cccs1 (configuration not stated),-2.28
O=S(=O)(NC(=NCCc1ccccc1)Nc1cccc(Cl)c1)c1ccccc1,0.01
COc1ccc(-c2nc3n(n2)C(c2ccc(Cl)cc2)C2=C(CCCC2=O)N3)cc1 (configuration not stated),0.44
CC(C)(C)NC(=S)N/N=C/c1ccccc1Cl,-0.13
Cc1nc(-c2ccc(F)cc2)c(CC(=O)O)s1,0.61
CSc1ssc(=Nc2ccc(F)c(F)c2)c1-c1ccccc1,3.62*
CNC(=S)N/N=C/c1c(C)cccc1Cl,1.63
Cc1[nH][nH]c(=O)c1C(c1cccnc1)c1c(C)[nH][nH]c1=O,-6.34
Cc1ccc2c(c1)C(=O)OC(C(=O)Nc1nc3c(s1)CCCC3)C2 (configuration not stated),-0.9
Cc1cc2c(c(Sc3ccc(Cl)cc3)n1)C(=O)N(SC(Cl)(Cl)Cl)C2=O,-1.66
O=S(=O)(NNc1nccc(-c2cccnc2)n1)c1ccccc1Cl,10.2
CCOc1cccc(C2N=C(N)Nc3nc4ccccc4n32)c1 (configuration not stated),-0.43

The listing continues.
SMILES,Dicer inh
Cc1cccc(-n2ncc3c2ncn2nc(-c4ccccc4Cl)nc32)c1,-0.62
CCOC(=O)c1sc2nc(C3CC3)cc(-c3ccc(OC)cc3)c2c1N,0.7
O=C(Oc1cc(=O)n(-c2ccccc2)c2ccccc12)c1ccccc1,-0.16
CCCCCCNc1ncnc2c1sc1nc3c(cc12)COC(C)(C)C3,-0.33
COc1ccc(OCC(O)CNC2CCN(c3ncnc4scc(-c5ccccc5)c34)CC2)cc1 (configuration not stated),-0.98
CCCc1c(O)ccc2c(=O)cc(C(=O)O)oc12,-0.13
CCSC(SCC)[C@H](O)[C@@H](O)[C@@H](O)CO,-0.47
CC1CCC(N2CCN(C(=O)c3ccco3)CC2)CC1 (configuration not stated),0.07
COc1nc2c(c(-c3cccs3)c1C#N)C(=O)c1ccccc1-2,0.63
Cc1ccc(S(=O)(=O)NC(=O)Nc2ccc(CC#N)cc2)cc1,-0.44
O=S(=O)(c1ccc(F)cc1)N(Cc1ccc2c(c1)OCO2)c1ccc(F)cc1,-0.99
COc1c(Cl)cc(Cl)c(OC)c1NC(=O)Nc1cc(C(F)(F)F)cc(C(F)(F)F)c1,0.41
COC(=O)c1cc(-c2ccc(S(=O)(=O)N3CCCC(C)C3)cc2)c(C(F)(F)F)s1 (configuration not stated),-1.4
CCOC(=O)c1c(C)n(-c2ccc(N(C)C)cc2)c2ccc(OCC(N)=O)cc12,4.56*
COc1cc2ccccc2cc1C(=O)Nc1sc2c(c1C(N)=O)CCCC2,0.6
CCOC(=O)/C(C#N)=C/c1ccc([N+](=O)[O-])s1,-0.25
CNC(=O)C(=O)c1c(-c2ccc(Br)cc2)[nH]c2ccccc12,-0.49
CCOC(=O)c1sc(SC)c(C(C)=O)c1C,-1.59
c1ccc(CSc2ncnc3nc[nH]c23)cc1,2.92
N#Cc1cc2c(nc1SCC(=O)Nc1ccc(S(=O)(=O)Nc3nccs3)cc1)CCCC2,-1.88
O=C(c1cnn2c1NC(c1ccc(Br)cc1)CC2C(F)(F)F)N1CCOCC1 (configuration not stated),4.22*
C[N+]1(C)CCCC(OC(=O)C(O)(c2ccccc2)c2ccccc2)C1 (configuration not stated),0.15
CC(C)N1CC23C=CC(O2)C(C(=O)O)C3C1=O (configuration not stated),0.1
Cc1ccc(-c2ccc(C)cc2[N+](=O)[O-])c([N+](=O)[O-])c1,-0.74
O=C(Cn1nnc(COc2ccccc2Cl)n1)NNC(=O)Nc1ccc(Cl)cc1,2.21
O=C(O)c1cccc2c1C(=O)c1ccccc1-2,1.08
CCCN1C(=O)C(O)(CC(=O)c2ccc3c(c2)OCCO3)c2ccccc21 (configuration not stated),2.13
Clc1cccc(CSc2nnc(-c3ccncc3)o2)c1,-0.78
COc1ccc(OC2C(=O)N(Cc3ccc4c(c3)OCO4)C2c2ccc3c(c2)OCO3)cc1 (configuration not stated),1.57
Cc1ccc(C(=O)/C=C/Sc2ccc(Cl)cc2)cc1,-0.74
CCCC(NS(=O)(=O)c1ccc(Br)cc1)C(=O)O (configuration not stated),2.57
CC1=C(C(=O)OC(C)C)C(c2cccs2)n2ncnc2N1 (configuration not stated),0.41
CCOC(=O)c1cn[nH]c1NC(=S)Nc1cccc(C(F)(F)F)c1,-0.41
Cc1cc(-c2ccccc2)nc2oc(C(=O)NN)c(N)c12,-4.31
Cc1cc(C)nc(NCCCO)n1,1.37
COc1cc2c(cc1OC)C(c1ccccc1N)=NCC2,-2.89
CN(C)c1cc(-c2cc(Cl)sc2Cl)oc(=O)c1Cl,-1.47
C=CCOC(=O)c1sc(N2C(=O)c3oc4ccccc4c(=O)c3C2c2ccc(F)cc2)nc1C (configuration not stated),-0.12
COC(=O)c1cc(OCC(F)(F)F)ccc1OCC(F)(F)F,-2.03
O=[N+]([O-])c1ccc(-c2nc(-c3cccc(-n4cccc4)c3)no2)cc1,-0.27
CC1(C)CC(=O)C(C=Nc2ccc(F)c(Cl)c2)=C(O)C1,0.8
